# High-throughput results from PubChem BioAssay.
# AID2073: disruptors of CaV2.2 binding to Mint1 – biochemical, HTRF (AID 2073). 290,000 tested, 0.19% active. one-dose inhibition, % at 20 µM; IC50 in µM for titrated hits. HTRF protein-protein interaction, Mint1-CaV2.2; higher % means a stronger effect; in the data active means inhibition mostly above about 51%, no sharp cut-off; inconclusive means no clear call, values can overlap the other calls; inactive means mostly below about 53%; further: some results filed as inactive read as strong as hits
# NOD2 inhibition: inhibition of NOD2-driven NF-kB reporter – cell-based, luminescence, uHTS, HEK293 (AID 1566); HEK293 NOD2/NF-kB luciferase reporter, luminescence; higher % means a stronger effect; 290,000 tested, 0.63% active; one-dose inhibition, % at 4 µM; EC50 in µM for titrated hits; further: many of its hits are not listed in these tables
# KOR beta-arrestin-1: KOR antagonists, beta-arrestin recruitment, cell-based, luminescence, uHTS (AID 1778) | KOR beta-arrestin recruitment, luminescence, antagonist mode; higher % means a stronger effect | one-dose inhibition, % at 10 µM; IC50 in µM for titrated hits | 290,000 tested, 0.091% active; further: strong numbers were not always called active
# HIV peptide binding: cell-free HIV fusion peptide-binding blockers – biochemical, uHTS, fluorescence dequenching, primary screen (AID 1986); inhibition, % at 20 µM; hits with a dose series show IC50 in µM; 290,000 tested, 0.3% active; cell-free peptide binding, fluorescence dequenching, 30 min; higher % means a stronger effect; in the data active means inhibition mostly above about 52%, no sharp cut-off; inactive means mostly below about 76%; further: some results filed as inactive read as strong as hits
# NOD1 inhibition: NOD1 signaling inhibitors, primary screen, cell-based, luminescence, uHTS (AID 1578). NOD1-driven NF-kB luciferase reporter cells, luminescence; higher % means a stronger effect. inhibition, % at 4 µM, or EC50 in µM where a hit was titrated. 290,000 tested, 1% active; in the data active means inhibition mostly above about 36%, no sharp cut-off; inactive means mostly below about 34%;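 further: HEK-293T reporter cells stimulated with the NOD1 agonist gamma-tri-DAP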
# West Nile virus CPE: West Nile virus antiviral activity, cell-based, CPE readout (AID 1621) | West Nile virus-infected cells, CPE inhibition; higher % means a stronger effect | CPE inhibition, % at 10 µM, or IC50 in µM where a hit was titrated | 290,000 tested, 0.02% active; in the data active means a potency from the dose series; inconclusive means CPE inhibition mostly from about 3.7% at the one dose, without a potency; inactive means the rest, 99 in 100 with CPE inhibition below about 2.2%; further: strong numbers were not always called active
# NS5 inhibitors: Dengue-2 NS5 methyltransferase inhibitors, primary screen, biochemical, confirmation dose response (AID 588689); Dengue-2 NS5 methyltransferase capping enzyme assay, biochemical; higher % means a stronger effect; inhibition, % at 25 µM; hits with a dose series show IC50 in µM; 340,000 tested, 0.3% active; in the data active means a potency from the dose series; inconclusive means inhibition above about 29% without an active follow-up result
# KOR beta-arrestin-2: KOR agonists, beta-arrestin recruitment, primary screen, cell-based, luminescence, uHTS (AID 1777); one-dose activation, % at 10 µM; EC50 in µM for titrated hits; KOR beta-arrestin recruitment, luminescence; higher % means a stronger effect; 280,000 tested, 0.02% active; in the data active means activation above about 50%, passing the limit was not always enough; further: a part of the inactive calls stands beside numbers as strong as those of hits
# Yfh1-depleted yeast: enhancers of respiration in Yfh1-depleted yeast, dose response, Friedreich's ataxia, plus single-dose screen (AID 1465); S. cerevisiae Yfh1-off respiration, WST-1 reduction, 72 h; higher fold induction means a stronger effect; fold induction at 50 µM, or EC50 in µM where a hit was titrated; 220,000 tested, 0.074% active;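 active means fold induction of absorbance versus untreated yeast above a set limit, then at least 30% activation at any dose in follow-up; inconclusive means repeats straddling the limit, or above it without dose testing; inactive means fold induction below the set limit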;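 further: activators that raise dye reduction in frataxin-depleted yeast; strong numbers were not always called active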
# NS5 inhibitors pilot replicate: second read-out of NS5 inhibitors, no call of its own (marks repeat the call); inhibition, %; measured here: pilot screen replicate inhibition
# Starred values were filed as active, the others as inactive; i = inactive; u = inconclusive; x = not tested or not shown; [ ] = remark or other dose. Unless noted, no stated cut-off is given here; in the data, active means inhibition above about 50%; inactive means the rest. The list is partial; the hit share may differ from the screen's.
SMILES,AID2073,NOD2 inhibition,KOR beta-arrestin-1,HIV peptide binding,NOD1 inhibition,West Nile virus CPE,NS5 inhibitors,KOR beta-arrestin-2,Yfh1-depleted yeast,others
CSc1ccc(S(=O)(=O)NC(C)c2ccccc2)cc1 (configuration not stated),1%,3%,-68%[20 µM],-0.1%,-6%,-0.4%,x,0.7%,i,
O=C(Cn1nc(C(F)(F)F)c2c1CCCC2)Nc1ccc2c(c1)OCO2,4%,-13%,-4%,-0.2%,2%,-0.5%,-3%,1.2%,i,NS5 inhibitors pilot replicate=3.0
CCS(=O)(=O)N1CCC(C(=O)NCc2cc(OC)ccc2OC)CC1,2%,-9%,7%,-1.1%,5%,0.9%,-2%,-3.7%,i,
COc1cccc(-c2cc(C(F)(F)F)n3nc(C(=O)Nc4c(C)n(C)n(-c5ccccc5)c4=O)cc3n2)c1,16%,13%,30%[20 µM],-0.1%,-26%,-0.3%,-3%,-2.0%,i,
COc1ccc(Cl)cc1NC(=S)NCCc1c[nH]c2ccccc12,2%,10%,3%,-3.6%,-13%,0.4%,-5%,-2.6%,i,
O=C(O)C1C2CCC(C2)C1C(=O)NCCc1ccc(F)cc1 (configuration not stated),-9%,-3%,-16%,0.0%,-24%,0.2%,2%,-1.2%,x,
CS(=O)(=O)N(CC(=O)N1CCC(C(N)=O)CC1)c1cc(C(F)(F)F)ccc1Cl,23%,10%,-3%[20 µM],0.0%,-30%,0.0%,-7%,x,i,
Cc1nnsc1C(=O)Nc1ccc(Cl)cc1Cl,-2%,12%,3%,2.4%,-2%,0.0%,-4%,-4.3%,i,
Cc1[nH]oc(=O)c1N=Nc1ccccc1,3%,21%,-11%,-0.6%,-12%,-0.4%,12%,-0.7%,i,
O=C1CC(c2cccc([N+](=O)[O-])c2)c2ccc3ccccc3c2N1 (configuration not stated),19%,6%,20%,-2.7%,0%,1.0%,2%,-1.4%,i,
O=C(N/N=C/c1cccc([N+](=O)[O-])c1)c1cccs1,5%,-47%,-9%,0.7%,-37%,-0.3%,2%,-2.5%,i,
CCCCCC(=O)Nc1c(-c2cccs2)c(=O)c2ccccc2n1C,0%,-7%,60%,0.3%,2%,-0.7%,5%,-3.8%,i,
Cc1cc(C)c(NC(=O)C(C)N2CCCCCC2)c(C)c1 (configuration not stated),8%,1%,-12%,-1.0%,39%,-0.6%,-7%,-0.8%,x,NS5 inhibitors pilot replicate=-1.5
O=S(=O)(c1ccc(Oc2ccccc2)cc1)N1CCOCC1,5%,-14%,11%,-1.0%,-5%,-1.2%,-6%,-1.9%,i,
Cc1cc([N+](=O)[O-])ccc1NC(=S)NC1CCCC1,-9%,4%,7%,-1.1%,-51%,-0.8%,-5%,-3.1%,x,
Cc1ccc(C2CC(=O)Oc3cc(O)ccc32)cc1 (configuration not stated),5%,15%,6%,4.0%,4%,0.0%,-14%,-3.6%,i,
Cc1ccc(N2C(=O)C3Sc4[nH]c(=O)sc4C(c4ccccc4)C3C2=O)cc1 (configuration not stated),-11%,-16%,2%,22%,7%,0.2%,2%,7.1%,i,
COCCNC(=S)N(CCc1c(C)[nH]c2ccc(F)cc12)Cc1ccco1,20%,-6%,-48%,-0.3%,4%,-1.1%,-3%,0.2%,x,
CC(C)c1onc(C(=O)NCc2ccc(F)cc2)c1[N+](=O)[O-],-1%,0%,4%,0.9%,-1%,-0.2%,-1%,3.4%,i,
C#CCOCCOCCOCCNc1nc(N2CCN(C(=O)C([C@@H](C)CC)n3cc(C(N)CO)nn3)CC2)nc(N2CCN(C(=O)[C@H](CCC(=O)O)n3cc(C(N)Cc4ccc(O)cc4)nn3)CC2)n1 (some centres not stated),27%,14%,10%,0.7%,-7%,0.1%,x,5.8%,i,
COc1ccc(OC)c(S(=O)(=O)N2CCC(C(=O)N3CCN(Cc4ccccc4)CC3)CC2)c1,-2%,3%,18%,0.1%,-10%,-0.4%,-1%,-2.9%,i,
CN(C)CCN1C(=O)C(=O)/C(=C(/O)c2ccc(F)cc2)C1c1ccccc1 (configuration not stated),7%,8%,-10%,-1.2%,0%,0.1%,7%,-4.8%,i,
Cc1ccccc1NC(=S)N(CCCN1CCOCC1)Cc1cccnc1,-10%,11%,6%,0.8%,-22%,-0.3%,-5%,-1.7%,i,
CCC(C(=O)NC1CCCC1)N(C(=O)Cn1nnc(-c2ccc(OC)c(OC)c2)n1)C1CCCCC1 (configuration not stated),-6%,-24%,-4%,1.4%,-10%,0.6%,1%,1.2%,i,
Cn1ccnc1SCC(=O)c1ccc2ccccc2c1,17%,-54%,-9%,2.4%,-42%,-0.7%,0%,-2.8%,i,

# The list goes on.
SMILES,AID2073,NOD2 inhibition,KOR beta-arrestin-1,HIV peptide binding,NOD1 inhibition,West Nile virus CPE,NS5 inhibitors,KOR beta-arrestin-2,Yfh1-depleted yeast,others
Cc1ccccc1N1CC(c2nc3ccccc3[nH]2)CC1=O (configuration not stated),-4%,5%,26%,-1.5%,-8%,0.4%,-1%,-1.9%,i,
COCCCn1c(C(=O)Nc2ccc3c(c2)OCO3)cc2c(=O)n3ccccc3nc21,7%,17%,15%,2.6%,-10%,2.2%,5%,1.3%,x,
COc1ccc(C2C(C(=O)c3sc(C)nc3C)=C(O)C(=O)N2CCN2CCOCC2)cc1 (configuration not stated),-2%,9%,-31%,0.5%,-4%,0.1%,x,3.7%,i,
O=C(OC1CCOC1=O)c1ccc2ncsc2c1 (configuration not stated),16%,-5%,18%,3.5%,-50%,-0.6%,-1%,-6.1%,i,
CCOc1ccc(-c2nonc2NC(=O)c2ccco2)cc1,-3%,14%,2%,-0.2%,-12%,-0.4%,-2%,-5.0%,x,
CC(C)c1ccc(/C=C/c2ccc(=O)n(C)n2)cc1,19%,-133%,-11%,0.2%,-47%,-1.3%,5%,-9.4%,i,
O=c1[nH]c2cc([N+](=O)[O-])c([N+](=O)[O-])cc2[nH]c1=O,2%,4%,15%[20 µM],4.7%,-15%,-0.3%,1%,-9.1%,i,
CCOC(=O)CCCCC(=O)c1[nH]c(=O)[nH]c1CN1CCOCC1,-19%,7%,16%,-2.4%,-17%,0.4%,-7%,-1.0%,i,
Cc1cccc(OCC(=O)Nc2cccc(O)c2)c1,2%,-54%,-5%,-0.3%,-46%,0.0%,1%,-1.0%,i,
COCCNC(=O)CSc1nc2cc3c(cc2c(=O)n1CCCC(=O)NCCc1ccc(OC)c(OC)c1)OCO3,-7%,-22%,17%,0.7%,-16%,-0.5%,0%,-3.2%,i,
COc1ccc(C(=O)n2nc(C)c(Br)c2C)cc1OC,-2%,11%,27%,0.8%,-4%,-0.1%,-8%,-2.4%,x,
CCCCCCCCC/C(=N\O)c1ccccn1,-3%,-16%,-4%,-2.4%,6%,u,-6%,-0.2%,i,
COc1ccc(/C=C/C(=O)Nc2cccnc2Cl)cc1,8%,-53%,-3%,0.3%,-6%,-1.3%,-5%,0.6%,x,
Cc1cc([N+](=O)[O-])ccc1NC(=O)C(C)N1CCN(c2ccccn2)CC1 (configuration not stated),-5%,12%,-21%,-0.8%,-5%,-1.1%,-5%,-2.6%,i,
O=C(Nc1cc(F)ccc1F)C1CCCN(c2ncnc3c2nc2n3CCCCC2)C1 (configuration not stated),-4%,16%,-1%,-1.4%,-2%,0.1%,8%,0.0%,x,
CC(=O)Nc1ccc(NC(=O)/C=C/c2ccccc2)cc1,2%,4%,-26%,1.6%,-27%,1.2%,0%,-0.3%,i,
O=C(NNc1c2ccccc2nc2ccccc12)c1ccc(O)cc1,-6%,3%,34%,-4.3%,-24%,-0.5%,-10%,-11%,i,
CC1CC(C)CN(CCOc2ccc(Cl)cc2Cl)C1 (configuration not stated),-1%,-32%,-4%,-2.0%,7%,-0.4%,-4%,-1.1%,i,
CCOC(=O)CC1COCCN1Cc1cn[nH]c1-c1cc(OC)c(OC)c(OC)c1 (configuration not stated),10%,8%,24%,-1.0%,0%,0.1%,0%,0.5%,i,
COc1ccc(S(=O)(=O)NC(C)C(=O)Nc2ccccc2F)cc1 (configuration not stated),-4%,5%,-6%,3.0%,-13%,1.0%,7%,7.6%,i,
CC(=O)c1ccc(N2CCN(C(=O)/C=C/c3cccs3)CC2)cc1,0%,-11%,-7%,0.1%,-5%,-0.8%,6%,5.6%,i,
O=C(/C=C/c1ccc(Cl)cc1)N1CCN(c2ccc(Cl)cc2[N+](=O)[O-])CC1,-3%,29%,14%,-4.0%,27%,-0.4%,-1%,0.4%,i,
N#Cc1ccc(/C=C/C(=O)c2ccccc2)cc1,13%,2%,26%,0.8%,3%,u,-56%,-4.8%,i,
COC(=O)c1c(C)nc(C)c(C(=O)OC)c1-c1cccs1,18%,2%,-20%,0.5%,7%,1.1%,-8%,4.9%,i,
COC(=O)C1CSC(C(=O)OC)N1C(=O)CN1CC(C)OC(C)C1 (configuration not stated),0%,14%,22%,-1.1%,-21%,0.3%,4%,-4.2%,i,

# Reprinted from the part before: 5 compounds, followed by the next part.
SMILES,AID2073,NOD2 inhibition,KOR beta-arrestin-1,HIV peptide binding,NOD1 inhibition,West Nile virus CPE,NS5 inhibitors,KOR beta-arrestin-2,Yfh1-depleted yeast,others
CC(=O)c1ccc(N2CCN(C(=O)/C=C/c3cccs3)CC2)cc1,0%,-11%,-7%,0.1%,-5%,-0.8%,6%,5.6%,i,
O=C(/C=C/c1ccc(Cl)cc1)N1CCN(c2ccc(Cl)cc2[N+](=O)[O-])CC1,-3%,29%,14%,-4.0%,27%,-0.4%,-1%,0.4%,i,
N#Cc1ccc(/C=C/C(=O)c2ccccc2)cc1,13%,2%,26%,0.8%,3%,u,-56%,-4.8%,i,
COC(=O)c1c(C)nc(C)c(C(=O)OC)c1-c1cccs1,18%,2%,-20%,0.5%,7%,1.1%,-8%,4.9%,i,
COC(=O)C1CSC(C(=O)OC)N1C(=O)CN1CC(C)OC(C)C1 (configuration not stated),0%,14%,22%,-1.1%,-21%,0.3%,4%,-4.2%,i,
Cc1ccc(S(=O)(=O)Nc2ccc(-c3csc(-c4ccccc4)n3)cc2)cc1,14%,17%,-3%,2.7%,-17%,u,-11%,2.1%,i,
Cc1cccc(NC(=O)[C@H](C)NC(=O)[C@@H]2Cc3ccccc3CN2C(=O)OC(C)(C)C)c1,2%,6%,-6%,-0.8%,-17%,-0.3%,-4%,-5.2%,x,
C=C(C)CN(CC)C(=O)CN1C(=O)NC2(CCc3ccccc32)C1=O (configuration not stated),33%,-2%,-10%,-0.7%,-23%,-0.3%,0%,4.5%,x,
COc1ccc(NC(=S)NNC(=S)Nc2cccc(C(F)(F)F)c2)cc1,-8%,15%,6%,7.1%,-4%,-0.1%,-3%,2.1%,i,
C/C(=N/NC(=O)CCc1c(C)n[nH]c1C)c1cccc([N+](=O)[O-])c1,-9%,-5%,19%,-0.9%,-2%,-0.2%,0%,-2.0%,i,
NC(=O)c1ccccc1OCCOc1ccc(Br)cc1,12%,5%,2%,-2.0%,-49%,-0.9%,-3%,-2.2%,x,
